# Screens (PubChem)
# TrxR1 substrate = substrates of rat thioredoxin reductase 1 | O89049 | AID 588456 | hit rate 0.01% among 390,000 | Potency, µM (titrated, usually from 114 µM), inactives show top-dose activity change, negative = substrate turnover | purified TrxR1 substrate turnover, NADPH consumption readout; further: potency means the concentration at half of the fitted maximal effect; on the % scale 0 is the no-effect control and ±100 the full control effect; nearly all actives have a fitted effect of over 50% in size
#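 Rat TrxR1, dispensed at 90 nM, was prereduced with 400 uM NADPH (final) for 5 min at ~22 deg C, then incubated with compound 15 min before 400 uM selenite. A first-read NADPH fluorescence drop versus no-compound background flagged substrates.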
# Vif-APOBEC3G blk = blocks the Vif interaction with human APOBEC3G; HeLa A3G-eYFP + Vif (tagged APOBEC3G with the HIV-1 protein that degrades it), YFP fluorescence, overnight; Potency, µM (titrated, usually from 46.1 µM), without a hit: top-dose activity, negative = active, most hits filed as inhibitors; hit rate 0.076% among 410,000;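 further: potency means the concentration at half of the fitted maximal effect; on the % scale 0 is the no-effect control and ±100 the full control effect; nearly all actives have a fitted effect of over 60% in size; hits raise eYFP signal because A3G escapes Vif-driven loss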
#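 Read-out is eYFP fluorescence (Ex 488/Em 500-530) from Vif-expressing HeLa A3G-eYFP cells; more signal means A3G escaped Vif-mediated degradation. Cells plated overnight, compound pinned in, incubated overnight at 37 deg C.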
# mIDH1 inhibitor = human IDH1 R132H inhibition. O75874. IDH1-R132H enzyme, NADPH consumption, diaphorase/resazurin fluorescence. Potency, µM (titrated, usually from 76.6 µM), inactives show at the highest dose activity change, negative = inhibition, actives largely listed as inhibitors. hit rate 0.093% among 390,000. AID 602179; further: potency means the concentration at half of the fitted maximal effect; on the % scale 0 is the no-effect control and ±100 the full control effect; nearly all actives have a fitted effect of over 65% in size
#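 IDH1-R132H (0.5 ug/mL dispensed) in pH 7.5 Tris buffer was preincubated 30 min with compound, then given a substrate mix of 0.016 mM NADPH and 2 mM alpha-KG for 80 min at room temperature; remaining NADPH was read by diaphorase/resazurin fluorescence.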
# Vif-A3F inh = blocks the Vif interaction with APOBEC3F. hit rate 0.2% among 390,000. Potency, µM (series often up to 46.1 µM), without a hit: top-dose activity, negative = active. HeLa A3F-eYFP + Vif (tagged APOBEC3F with the HIV-1 protein that degrades it), YFP fluorescence increase; further: potency means the concentration at half of the fitted maximal effect; % of control where 0% means no effect; nearly all actives have a fitted effect of over 65% in size
#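 Fluorescence increase (Ex 488/Em 500-530) after overnight compound treatment at 37 deg C flags inhibition of Vif-driven A3F-eYFP loss in stable HeLa A3F-eYFP/Vif cells seeded overnight beforehand.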
# RXFP1 ag = activates the human relaxin receptor RXFP1; AID 2676; Q9HBX9; hit rate 0.3% among 370,000; HEK293T-RXFP1 cAMP TR-FRET, 30 min; response scale: percent of porcine relaxin response, buffer zero; Potency, µM (doses to about 57.5 µM), for inactives: at the top dose activation, most hits filed as activators; further: potency means the concentration at half of the fitted maximal effect; on the % scale 0 is the no-effect control and ±100 the full control effect; nearly all actives have a fitted effect of over 60% in size; many of its hits are not listed in these tables
# Target sequence (Q9HBX9 whole entry, looked up): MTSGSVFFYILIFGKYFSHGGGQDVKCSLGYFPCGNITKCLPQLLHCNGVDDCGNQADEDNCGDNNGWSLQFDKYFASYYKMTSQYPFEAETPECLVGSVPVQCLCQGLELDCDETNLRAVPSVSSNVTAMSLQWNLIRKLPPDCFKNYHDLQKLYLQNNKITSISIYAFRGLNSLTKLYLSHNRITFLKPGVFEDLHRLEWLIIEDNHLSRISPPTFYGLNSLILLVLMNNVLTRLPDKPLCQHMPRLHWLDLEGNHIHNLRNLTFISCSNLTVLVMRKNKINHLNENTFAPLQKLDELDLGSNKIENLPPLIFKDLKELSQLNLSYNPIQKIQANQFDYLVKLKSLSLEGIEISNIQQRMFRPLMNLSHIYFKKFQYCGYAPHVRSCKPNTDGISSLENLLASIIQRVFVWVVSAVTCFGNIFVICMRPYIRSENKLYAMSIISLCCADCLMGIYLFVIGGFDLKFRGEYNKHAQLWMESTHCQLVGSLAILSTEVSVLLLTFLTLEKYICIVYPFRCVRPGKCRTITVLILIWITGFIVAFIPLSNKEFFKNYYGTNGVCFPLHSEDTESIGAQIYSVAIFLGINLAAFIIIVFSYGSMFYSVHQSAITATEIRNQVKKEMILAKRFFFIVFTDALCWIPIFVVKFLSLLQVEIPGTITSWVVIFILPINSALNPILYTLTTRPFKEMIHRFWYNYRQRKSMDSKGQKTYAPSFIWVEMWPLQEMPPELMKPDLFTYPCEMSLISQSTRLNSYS
#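 cAMP rise read by TR-FRET after 30 min, 37C compound exposure (up to 58 uM) in RXFP1-transfected HEK293 cells with Ro 20174 present. EC50 from Hill-equation fits, with 29 nM porcine relaxin as 100% and buffer as basal.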
# USP1-UAF1 inh = blocks the human USP1/UAF1 deubiquitinase complex; hit rate 0.23% among 390,000; recombinant USP1/UAF1, Ub-Rhodamine cleavage fluorescence; O94782; AID 743255; Potency, µM (titrated, usually from 57.1 µM), for inactives: at the highest dose activity change, negative = inhibition, most hits filed as inhibitors; further: potency means the concentration at half of the fitted maximal effect; on the % scale 0 is the no-effect control and ±100 the full control effect; nearly all actives have a fitted effect of over 60% in size; inactives centre near -12
#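 In this screen, compounds sit with the deubiquitinase complex (1nM) for 15 min at room temperature before Ub-Rho is added at 150nM final. Fluorescence rise is then followed for 6 reads every 60 seconds.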
# LDHA inh = LDHA (human) enzyme inhibition | hit rate 0.15% among 480,000 | purified LDHA, NADH/diaphorase-resazurin fluorescence; hits give low values | AID 1347041 | activity change, % (values are at about 110 or 230 µM); in the data active means activity change below about -30%; inconclusive means mostly about -25% to -30%;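 further: plate controls were DMSO wells for no effect and wells without enzyme for full effect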
#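 Resorufin fluorescence (ex540/em590), read at 0 and 20 min after diaphorase/resazurin addition, reports the NADH left after a 5 min room-temperature reaction of 2 nM human LDH5 with 0.06 mM NADH and 0.2 mM pyruvate.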
# PI4K2A block = inhibitors of human PI4K2A; Q9BTU6; purified PI4K2A, ADP-Glo luminescence, 1 h; hits give low values; activity change, negative = inhibition, % at 76.9 µM; hit rate 0.13% among 420,000; in the data active means activity change below about -50%; inconclusive means mostly about -30% to -49%;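 further: -100% = wells without enzyme as full effect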
#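 PI4K2A activity was measured by ADP-Glo luminescence: enzyme (4 ug/mL stock) and phosphatidylinositol (1.2 mM stock) in Tris pH 7.5/MgCl2/EGTA/Triton X-100 buffer were reacted with ATP (300 microM stock) for one hour at ambient temperature.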
# Glioma ERSR ind = induces the endoplasmic reticulum stress response in human glioma cells. U87-MG GRP78 promoter luciferase reporter, 16 h. Potency, µM, for inactives: at the highest dose activation, usual class: activators. hit rate 0.02% among 420,000. AID 602332; further: potency means the concentration at half of the fitted maximal effect; series mostly up to about 76 µM; % of control where 0% means no effect; nearly all actives have a fitted effect of over 35% in size
#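 Stably transfected U87-MG glioma cells carrying a GRP78-based luciferase sensor; 16 h compound incubation. Luminescence end-point read 10 min after Bright-Glo addition at room temperature.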
# Active calls of the source: *; ? = inconclusive; . = no result given; & = joins results of further samples; [ ] = remark or other dose. Unless noted, the call rests on the fitted dose curve; in most records, active means well fitted curve in the direction sought with a large enough effect; inconclusive means small, poorly fitted or top-dose-only effect, or another doubt; inactive means no such curve, though single readings can be large; an effect the other way counts as inactive or inconclusive.
# Start of the data: the first 2 entries (preview)
SMILES,TrxR1 substrate,Vif-APOBEC3G blk,mIDH1 inhibitor,Vif-A3F inh,RXFP1 ag,USP1-UAF1 inh,LDHA inh,PI4K2A block,Glioma ERSR ind
Cc1cc(C)c(NC(=O)C(C)n2nnc3sc(-c4ccccc4)cc3c2=O)c(C)c1 (centres undefined),-1%,.,.,.,-0.1%,-20%,2,-12,.
O=C(Cc1cccs1)N1CCN=C1SCc1ccccc1Cl,4%[57.1 µM],-2%,1%,2%,2.4%,-19%,-2,2,-3%

# Results, from the start:
SMILES,TrxR1 substrate,Vif-APOBEC3G blk,mIDH1 inhibitor,Vif-A3F inh,RXFP1 ag,USP1-UAF1 inh,LDHA inh,PI4K2A block,Glioma ERSR ind
Cc1cc(C)c(NC(=O)C(C)n2nnc3sc(-c4ccccc4)cc3c2=O)c(C)c1 (centres undefined),-1%,.,.,.,-0.1%,-20%,2,-12,.
O=C(Cc1cccs1)N1CCN=C1SCc1ccccc1Cl,4%[57.1 µM],-2%,1%,2%,2.4%,-19%,-2,2,-3%
Cc1ccc(OCc2nnc(SCC(=O)CC(=O)Nc3ccccc3)o2)cc1,-3%[57.1 µM],0%,-1%,0%,0.6%,-9%,0,4,0%
CCOc1ccc(OCC)c(Nc2nc3ccc(Cl)cc3n3cnnc23)c1,48%[activator],.,.,.,-0.4%,-19%,-2,0,.
CCOc1ccc(S(=O)(=O)NCC(c2ccc(N(C)C)cc2)N2CCc3ccccc32)cc1 (centres undefined),6%[57.1 µM],1%,19%,0%,0.4%,?,9,-2,-1%
O=C(CCCN1C(=O)NC2(CCCC2)C1=O)Nc1cccc(S(=O)(=O)N2CCOCC2)c1,-3%,-2%,1%,5%,0.1%,0%,-4,3,-2%
COc1ccc2c(CN3CCN(C(C)=O)CC3)cc(=O)oc2c1,.,-2%,.,.,.,.,-7,-4,-4%
CCC1(CC)NC(=O)N(CC(=O)OC(C)C(=O)Nc2ccccc2OC)C1=O (centres undefined),-7%,-3%,1%,-22%,-0.2%,-1%,-9,-4,-4%
COc1ccc(C(CNC(=O)c2ccc(OCC3CCCO3)cc2)N2CCOCC2)cc1 (centres undefined),-9%[57.1 µM],3%,3%,0%,1.2%,-1%,-6,0,-2%
O=C(Nc1ccc(F)cc1F)c1ccc2c(c1)OCCO2,3%,0%,6%,-5%,1.2%,-20%,-1,?,-11%
COc1ccc(NC2c3ccccc3C(=O)N2c2ccccn2)cc1Cl (centres undefined),-1%[57.1 µM],-2%,-1%,2%,-1.6%,-5%,-16,8,-4%
O=C(N[C@H]1CCCCNC1=O)c1cc(COc2ccc(F)cc2F)on1,6%,1%,-4%,6%,-3.3%,-11%,-2,-1,-5%
CCCNC(=O)Cn1sc2nc(C)cc(C)c2c1=O,-7%,-1%,-5%,5%,9.3%,-4%,-5,-3,-18%
O=C(NC1CCCC1)C(NS(=O)(=O)c1cccc2nsnc12)c1ccccc1 (centres undefined),-14%,0%,2%,-8%,1.1%,-7%,0,6,-4%
CC(=O)CSc1ncnc2nc[nH]c12,12%[57.1 µM],6%,10%,9%,6.5%,0%,0,17,-4%
O=C(COc1ccc([N+](=O)[O-])cc1)NNC(=O)c1cccnc1,-7%[57.1 µM],0%,-7%,6%,3.0%,3%,0,-2,-3%
Cc1nc(NC(=O)c2cc(-n3cnnc3)ccc2Cl)ccc1Br,9%,0%,3%,-5%,1.3%,-2%,-7,3,-6%
O=C(CN1C(=O)C2CCCCC2C1=O)N1CCN(c2ncccn2)CC1 (centres undefined),3%,0%,-7%,-13%,2.7%,-7%,3,3,-3%
CCC(Oc1cccc(Cl)c1)C(=O)N1CCCN(C)CC1 (centres undefined),6%,-1%,-6%,0%,-0.2%,-19%,-2,0,-2%
C=CC[C@H](CC(=O)N(CCO)Cc1ccccc1)C(=O)N[C@@H](C)COC(=O)[C@H](CC=C)CC(=O)OC(C)(C)C,0%,0%,3%,3%,.,-25%,0,-2,-2%
CNc1ccc(Cl)nn1,1%,2%,-10%,3%,1.3%,-7%,-6,1,-1%
CCOc1ccc2oc(=O)cc(CN3CCN(C(=O)c4ccc(F)cc4)CC3)c2c1,5%,-2%,-7%,9%,1.0%,2%,5,-4,-3%
COc1ccc(S(=O)(=O)Nc2ccc3c(c2)C(=O)N([C@H](C)CO)C[C@H](C)[C@@H](CN(C)S(C)(=O)=O)O3)cc1,-7%,-1%,-10%,-6%,.,-8%,-8,-5,-2%
O=C(O)C(Cc1ccccc1)N1C(=O)C2CCCCC2C1=O (centres undefined),-7%,0%,12%,14%,1.1%,-3%,-10,-1,-4%
CS(=O)(=O)N(CC(=O)NN=C1CCCCCC1)c1ccc(Oc2ccccc2)cc1,-2%,1%,11%,-3%,-1.7%,-16%,0,-1,-6%
N#CC1=C(N)NC(SCc2ccccc2)=C(C#N)C12CCCCC2,-9%,?,2%,-19%,-0.2%,-12%,2,3,-8%
Cn1c(SCc2ccc(F)cc2)nnc1-c1ccccn1,0%,1%,7%,3%,-0.3%,-1%,-4,-3,3%
COc1cc(S(=O)(=O)NCCc2ccc3c(c2)OCO3)ccc1-n1cnnn1,7%,1%,11%,0%,0.3%,-1%,-1,0,-3%
C#Cc1ccc([C@@H]2C=C(C(=O)N3CCN(Cc4ccccc4)CC3)O[C@H](OCC)[C@H]2CCCO)cc1,9%[57.1 µM],-3%,-4%,0%,-0.4%,-9%,0,-1,-5%
NC(=NCCc1c[nH]c2ccccc12)NC(=O)c1ccc(F)cc1,8%[57.1 µM],4%,-1%,5%,5.1%,-20%,-6,0,-8%
O=C(O)CCC(=O)N(Cc1ccccc1)Cc1ccccc1,25%,-18%,10%,2%,-3.7%,-18%,1,-12,-1%
O=C(/C=C/c1ccc(S(=O)(=O)N2CCOCC2)cc1)NCc1ccccc1F,-7%,-9%,-10%,-11%,-1.7%,0%,1,0,-4%
COc1ccc(N2CCN(C(c3ccccc3)c3nnnn3Cc3ccc(F)cc3)CC2)cc1 (centres undefined),-2%[57.1 µM],1%,-1%,-1%,0.3%,-9%,1,-1,-4%
OC1C(O)C(O)C(O)C(O)C1O (centres undefined),4%&0%&7%,0%&-4%&-3%,-5%&-8%&2%,-1%&4%&6%,0.6%&0.0%&1.5%,-23%&-18%&-22%,-8&-19&-10,2&1&4&3,2%&1%&-4%&-5%
Cc1ccc(CSc2ncn(-c3ccccc3)n2)cc1,-3%,-4%,3%,-9%,0.9%,-20%,-1,1,2%
Cc1cc(C(=O)Nc2ccc3c(c2)OCCO3)ccc1[N+](=O)[O-],12%[2.29 µM],-1%,19%,?,1.1%,-6%,2,-2,-3%
CCOC(=O)C1=C(C)N=c2s/c(=C/c3cccc([N+](=O)[O-])c3O)c(=O)n2C1c1ccccc1 (centres undefined),-10%[57.1 µM],2%,-10%,-5%,2.4%,-11%,8,-5,-6%
O=C(NC(Cc1ccccc1)C(=O)O)C1CCN(S(=O)(=O)c2ccccc2C(F)(F)F)CC1 (centres undefined),-6%,-1%,-6%,-2%,-5.6%,-11%,-6,0,-4%
CCOC(=O)COc1ccc(CC)cc1C(=O)c1ccn2nc(-c3ccc(F)cc3)cc2n1,18%,-8%,-17%,-24%,4.0%,?,-4,-5,0%
O=C(CN1C(=O)NC2(CCCCC2)C1=O)Nc1ccccc1N1CCCC1,-9%,-3%,2%,6%,-0.9%,-18%,-1,-5,0%
CCNC(=S)N/N=C/c1cn(Cc2ccccc2F)c2ccccc12,0%[57.1 µM],-9%,-1%,-10%,4.5%,-12%,-4,3,-2%
CC(C)C(OC(=O)c1cccs1)C(=O)NCc1ccco1 (centres undefined),-3%,-1%,1%,1%,2.1%,-8%,-1,-1,-2%
Cc1ccc(S(=O)(=O)Nc2ccc(-n3c(C)nc4ccccc4c3=O)cc2)cc1,4%,-4%,12%,-7%,3.3%,-21%,1,-5,-1%
N#C/C(=C\c1ccc(OCC(N)=O)cc1)S(=O)(=O)c1ccccc1,-10%,1%,10%,4%,-0.5%,-14%,0,-1,-3%
CCOC(=O)c1cnc2c(Cl)c(Cl)ccc2c1Nc1ccc(N(C)C)cc1,7%,3%,15%,4%,3.1%,-27%,-2,-5,-4%
COc1ccc([N+](=O)[O-])cc1NC(=O)C(C)OC(=O)/C=C/c1ccco1 (centres undefined),-13%,-12%,4%,0%,2.6%,-3%,-7,4,-5%
O=C(NCCc1ccccc1C(F)(F)F)C1CCC(=O)N(C2CC2)C1 (centres undefined),-2%,-4%,3%,5%,0.1%,-7%,-5,4,-6%
COC(=O)c1c(NC(=O)CCc2ccc(C)o2)sc(C)c1C,8%,-15%,4%,-8%,0.6%,-7%,-1,23,-3%
COC(=O)c1ccccc1NC(=O)Cn1c(=O)n(CCC(=O)NCc2ccc3c(c2)OCO3)c(=O)c2ccccc21,10%,3%,0%,-20%,1.6%,-21%,-12,-8,0%

# This is a subset. The share of hits here may be higher or lower than overall.
